Screening data (PubChem BioAssay)
TrxR1 substrate: substrates of rat thioredoxin reductase 1 | O89049 | purified TrxR1 substrate turnover, NADPH consumption readout | Potency, µM (titrated, usually from 114 µM), without a hit: top-dose activity change, negative = substrate turnover | 390,000 compounds, 0.01% hits; note: % is set by controls: 0 for no effect and ±100 for the full control effect; nearly all actives have a fitted effect of over 50% in size
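Rat TrxR1, dispensed at 90 nM, was prereduced with 400 uM NADPH (final) for 5 min at ~22 deg C, then incubated with compound 15 min before 400 uM selenite. A first-read NADPH fluorescence drop versus no-compound background flagged substrates.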
Vif-APOBEC3G blk: Vif-A3G binding inhibition; Q9HC16; HeLa A3G-eYFP + Vif (tagged APOBEC3G with the HIV-1 protein that degrades it), YFP fluorescence, overnight; Potency, µM (titrated, usually from 46.1 µM), inactives show at the highest dose activity, negative = active, hits mostly inhibitors; 410,000 compounds, 0.076% hits;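 note: % is set by controls: 0 for no effect and ±100 for the full control effect; nearly all actives have a fitted effect of over 60% in size; hits raise eYFP signal because A3G escapes Vif-driven loss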
Target sequence (Q9HC16 whole entry, looked up): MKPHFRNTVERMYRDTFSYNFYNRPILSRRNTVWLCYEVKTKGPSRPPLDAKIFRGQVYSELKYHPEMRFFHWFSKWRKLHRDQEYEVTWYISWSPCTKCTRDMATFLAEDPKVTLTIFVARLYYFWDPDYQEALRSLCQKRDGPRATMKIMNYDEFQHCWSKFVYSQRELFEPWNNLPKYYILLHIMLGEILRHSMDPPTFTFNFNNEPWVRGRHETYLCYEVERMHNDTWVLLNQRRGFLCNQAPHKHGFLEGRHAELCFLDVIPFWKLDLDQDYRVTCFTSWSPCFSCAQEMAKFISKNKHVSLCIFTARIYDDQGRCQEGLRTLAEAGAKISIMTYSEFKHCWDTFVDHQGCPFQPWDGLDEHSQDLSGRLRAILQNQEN
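Read-out is eYFP fluorescence (Ex 488/Em 500-530) from Vif-expressing HeLa A3G-eYFP cells; more signal means A3G escaped Vif-mediated degradation. Cells plated overnight, compound pinned in, incubated overnight at 37 deg C.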
RXFP1 ag: agonists of human relaxin receptor RXFP1 | HEK293T-RXFP1 cAMP TR-FRET, 30 min; response scale: percent of porcine relaxin response, buffer zero | Potency, µM (highest dose often 57.5 µM), for the others: top-dose activation, hits mostly activators | 370,000 compounds, 0.3% hits | AID 2676; note: % is set by controls: 0 for no effect and ±100 for the full control effect; nearly all actives have a fitted effect of over 60% in size; many of its hits are not listed in these tables
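cAMP rise read by TR-FRET after 30 min, 37C compound exposure (up to 58 uM) in RXFP1-transfected HEK293 cells with Ro 20174 present. EC50 from Hill-equation fits, with 29 nM porcine relaxin as 100% and buffer as basal.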
Vif-A3F inh: blocks the Vif interaction with APOBEC3F; HeLa A3F-eYFP + Vif (tagged APOBEC3F with the HIV-1 protein that degrades it), YFP fluorescence increase; Potency, µM (highest dose often 46.1 µM), for inactives: at the highest dose activity, negative = active; 390,000 compounds, 0.2% hits; AID 602313; note: % of control where 0% means no effect; nearly all actives have a fitted effect of over 65% in size
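HeLa cells stably expressing Vif plus C-terminally eYFP-tagged A3F were seeded, incubated overnight at 37 deg C, dosed with compound, incubated overnight again at 37 deg C. Yellow fluorescence (Ex 488/Em 500-530) reported blocked Vif-mediated A3F-eYFP degradation.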
TrxR1 inh: inhibitors of rat thioredoxin reductase 1; Potency, µM (series often up to 114 µM), for inactives: at the highest dose activity change, negative = inhibition, most hits filed as inhibitors; AID 588453; recombinant rTrxR1, NADPH fluorescence consumption, selenite substrate; O89049; 390,000 compounds, 1% hits; note: % is set by controls: 0 for no effect and ±100 for the full control effect; nearly all actives have a fitted effect of over 65% in size
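Rat TrxR1 (90 nM in the dispensed reagent) was pre-reduced with 400 uM NADPH for 5 min at room temperature, then incubated with compound for 15 min. After 400 uM selenite was added, NADPH fluorescence (Ex 340/Em 450 nm) was followed for 8 min.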
IDH1 R132H inh: blocks human mutant IDH1 R132H enzyme | O75874 | Potency, µM (top dose mostly 76.6 µM), for inactives: top-dose activity change, negative = inhibition, actives largely listed as inhibitors | 390,000 compounds, 0.093% hits | IDH1-R132H enzyme, NADPH consumption, diaphorase/resazurin fluorescence | AID 602179; note: % is set by controls: 0 for no effect and ±100 for the full control effect; nearly all actives have a fitted effect of over 65% in size
Target sequence (O75874 whole entry R132H, stated change not applied): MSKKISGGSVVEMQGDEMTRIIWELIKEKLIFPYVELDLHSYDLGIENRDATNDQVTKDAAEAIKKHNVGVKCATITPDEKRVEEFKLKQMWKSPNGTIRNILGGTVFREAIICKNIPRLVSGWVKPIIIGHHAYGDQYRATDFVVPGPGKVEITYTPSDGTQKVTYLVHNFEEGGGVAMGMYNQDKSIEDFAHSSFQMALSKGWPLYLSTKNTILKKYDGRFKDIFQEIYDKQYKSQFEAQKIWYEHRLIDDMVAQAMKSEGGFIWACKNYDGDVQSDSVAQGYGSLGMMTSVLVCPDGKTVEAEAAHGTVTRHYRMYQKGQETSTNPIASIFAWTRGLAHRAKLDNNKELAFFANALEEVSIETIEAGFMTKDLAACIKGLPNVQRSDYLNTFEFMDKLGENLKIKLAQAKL
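IDH1-R132H (0.5 ug/mL dispensed) in pH 7.5 Tris buffer was preincubated 30 min with compound, then given a substrate mix of 0.016 mM NADPH and 2 mM alpha-KG for 80 min at room temperature; remaining NADPH was read by diaphorase/resazurin fluorescence.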
RGS4 inhibitor: blocks human RGS4-accelerated GTP hydrolysis; P49798; Transcreener GDP fluorescence polarization, RGS4-accelerated GTP hydrolysis; Potency, µM (highest dose often 114 µM), inactives show at the highest dose activity change, negative = inhibition, usual class: inhibitors; 390,000 compounds, 0.039% hits; AID 504845; note: % is set by controls: 0 for no effect and ±100 for the full control effect; nearly all actives have a fitted effect of over 75% in size; some results filed as inactive show a strong effect at the top dose
Target sequence (P49798 whole entry, looked up): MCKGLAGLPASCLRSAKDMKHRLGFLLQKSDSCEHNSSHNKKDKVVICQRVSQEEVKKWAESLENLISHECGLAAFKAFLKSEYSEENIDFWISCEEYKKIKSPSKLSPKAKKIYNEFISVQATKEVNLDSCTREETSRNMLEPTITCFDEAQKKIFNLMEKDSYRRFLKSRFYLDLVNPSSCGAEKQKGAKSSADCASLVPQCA
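MLSMR compounds (23 nl, pin-transferred) preincubated 10 min at room temperature with a 500nM (2x) first reagent, then RGS4 at 900nM (2x) plus Transcreener GDP mix added; fluorescence polarization (620/688 nm) read before and after 90 min at 30 °C.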
USP1-UAF1 inh: USP1/UAF1 (human) deubiquitinase inhibition; O94782; recombinant USP1/UAF1, Ub-Rhodamine cleavage fluorescence; Potency, µM (doses to about 57.1 µM), without a hit: at the highest dose activity change, negative = inhibition, usual class: inhibitors; 390,000 compounds, 0.23% hits; AID 743255; note: % is set by controls: 0 for no effect and ±100 for the full control effect; nearly all actives have a fitted effect of over 60% in size; inactives centre near -12
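1 nM enzyme complex + cpd, 15 min RT; start with Ub-Rho 150nM final; kinetic fluorescence ex 480/em 540, 6 reads q60 s. Buffer 50mM HEPES pH 7.8, 0.5mM EDTA, 0.1 mg/ml BSA, 1mM TCEP, 0.01% Tween-20.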
ALOX12 inh: inhibitors of human 12S-lipoxygenase ALOX12; P18054; purified 12hLO, xylenol orange hydroperoxide absorbance; Potency, µM (highest dose often 108 µM), without a hit: at the highest dose activity change, negative = inhibition, hits mostly inhibitors; 580,000 compounds, 1.1% hits; note: % is set by controls: 0 for no effect and ±100 for the full control effect
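Purified human 12hLO at 150 nM in 25 mM Hepes, 0.01% Triton X-100, pH 7.0, preincubated 15 min at room temperature with compound. Reaction started with 40 uM arachidonic acid, 30 min at room temperature. Hydroperoxide measured by Fe-xylenol orange, 573/405 nm absorbance ratio.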
An asterisk follows results filed as active; ? = inconclusive; nt = no result given; & = joins results of further samples; [ ] = another dose, or the depositor's remark. Calls come from the whole dose curve; as a rule, active = well fitted curve in the direction sought with a large enough effect; inconclusive = small, poorly fitted or top-dose-only effect, or another doubt; inactive = no such curve, though single readings can be large; an effect the other way counts as inactive or inconclusive. Potency is the fitted concentration of half-maximal effect.

SMILES	TrxR1 substrate	Vif-APOBEC3G blk	RXFP1 ag	Vif-A3F inh	TrxR1 inh	IDH1 R132H inh	RGS4 inhibitor	USP1-UAF1 inh	ALOX12 inh
CC1CCN(CCCNC(=O)c2ccc(CSCc3cccc(Cl)c3)o2)CC1	4%	0%	0.4%	-4%	20%	2%	-1%	-14%	-8%
COc1ccc(C(=O)N(Cc2ccco2)Cc2cccs2)c(O)c1	3%&3%	1%&1%	3.8%	-3%	-10%&21%	0%	-11%[56.9 µM]	-14%	0%
COc1ccc(OCc2cc(C(=O)NC3Cc4ccccc4C3)no2)c(Cl)c1	1%	?	-0.5%	3%	4%	0%	32%	-9%	462%[activator]
O=C(COC(=O)Cc1ccc(Cl)cc1)Nc1ccccc1-c1ccccc1	-7%	2%	0.5%	-8%	5%	4%	-15%	-7%	-18%
C/C=C/C1=CC(=O)C[C@H](c2ccc3c(c2)OCO3)C1	0%	-29%	1.5%	0%	-8%	-27%	3%	-23%	?
Cc1ccc(C2=NC3(CCCCC3)N=C2SCC(=O)Nc2ccc3c(c2)OCCO3)cc1	3%	-4%	1.0%	3%	44%[activator]	-2%	-7%	-16%	380%[activator]
CCn1c(=O)n(CC)c2cc(N3CCCC3)c(NC(=O)c3cccc(Cl)c3)cc21	-3%	9%	-1.3%	-7%	9%	-8%	-16%[56.9 µM]	-23%	4%
CC(C)(C)OC(=O)N1CCC(CNC(=O)Nc2ccccc2)CC1	-3%	9%	3.5%	-11%	-1%	-6%	-5%	-4%	38%[activator]
COc1ccc(CCNC(=O)CSc2ncn[nH]2)cc1	5%	4%	0.1%	-4%	2%	5%	-2%	-3%	4%
O=C1CC(c2ccccc2)n2nc(NC(=O)c3ccccc3)nc2N1 (stereo not given)	6%	0%	3.8%	-8%	4%	0%	22%	-5%	?
CCCCN1C(=O)C(CC(=O)NC(c2ccccc2)c2ccccc2)CC(C(=O)N(CC)CC)=C1C (stereo not given)	nt	-2%	nt	0%	nt	11%	nt	-23%	26%
CCN(Cc1ccccc1)S(=O)(=O)c1ccc(S(=O)(=O)N(Cc2ccccn2)Cc2ccco2)cc1	10%	2%	1.4%	0%	18%	-9%	10%	?	-20%
O=C1N(C2CCCC2)C[C@@H]2C[C@@H](c3cccn3-c3ccccn3)N3CCC[C@@]123	-1%[57.1 µM]	0%	-1.5%	2%	15%[57.1 µM]	5%	-8%	-22%	-15%
COc1ccc(-c2c(C)c3cc(O)ccc3oc2=O)cc1	-5%	1%	2.0%	0%	7%	13%	-5%[11.4 µM]	-14%	-2%
CCCOc1ccc(-c2nc(OCC)c3ccccc3n2)cc1	12%	1%	0.5%	1%	19%	4%	15%	-14%	5%
O=C(Oc1ccc2c(c1)OCO2)c1ccc(Br)c(S(=O)(=O)N2CCOCC2)c1	6%[57.1 µM]	3%	3.8%	-5%	24%	5%	-17%	-6%	8%
C=CCOC(=O)C1=C(C)OC(N)=C(C#N)C1c1ccco1 (stereo not given)	-8%	1%	-0.2%	11%	-8%	-1%	29%	-13%	-2%
Cc1ccccc1Nc1nn2c(=O)c3ccccc3nc2s1	-4%	-1%	20%	-6%	-3%	6%	-22%	-22%	0%
CC(C)CCN(CCC(C)C)C(=O)Cc1c(O)c2ccccc2[nH]c1=O	-4%	0%	-0.4%	8%	-4%	-1%	-27%	-19%	12%
S=c1[nH]c2cnccc2n1Cc1ccccc1	-16%[57.1 µM]	-19%	8.2%	-10%	15%[57.1 µM]	7%	?	-10%	-21%
O=C(NCCc1ccccc1F)C1CC(=O)N(c2cccc(C(F)(F)F)c2)C1 (stereo not given)	0%	-1%	nt	4%	3%	2%	6%	-15%	-11%
CCOc1ccc(N(CC(=O)N2CCCCCC2)S(C)(=O)=O)cc1	-3%	0%	1.3%	7%	0%	-3%	0%	-16%	0%
COc1ccc(Br)cc1/C=N/Nc1ccccn1	-9%	0%	-0.7%	1%	-5%	2%	0%	2%	60%[activator]
Cc1cccc(N2CCN(S(=O)(=O)c3csc(C(N)=O)c3)CC2)c1C	-1%	0%	-0.1%	-2%	18%	-7%	15%	-12%	-11%
COc1ccc(-c2cc(C(F)(F)F)n3nc(C(=O)O)cc3n2)cc1OC	2%[57.1 µM]	3%	1.0%	5%	5%[57.1 µM]	3%	-53%	-11%	423%[activator]

Whole records as entered above:
Results for `O=C1N(C2CCCC2)C[C@@H]2C[C@@H](c3cccn3-c3ccccn3)N3CCC[C@@]123` : TrxR1 substrate = -1%[57.1 µM]; Vif-APOBEC3G blk = 0%; RXFP1 ag = -1.5%; Vif-A3F inh = 2%; TrxR1 inh = 15%[57.1 µM]; IDH1 R132H inh = 5%; RGS4 inhibitor = -8%; USP1-UAF1 inh = -22%; ALOX12 inh = -15%
Results for `COc1ccc(OCc2cc(C(=O)NC3Cc4ccccc4C3)no2)c(Cl)c1` : TrxR1 substrate = 1%; Vif-APOBEC3G blk = ?; RXFP1 ag = -0.5%; Vif-A3F inh = 3%; TrxR1 inh = 4%; IDH1 R132H inh = 0%; RGS4 inhibitor = 32%; USP1-UAF1 inh = -9%; ALOX12 inh = 462%[activator]

Next section
SMILES	TrxR1 substrate	Vif-APOBEC3G blk	RXFP1 ag	Vif-A3F inh	TrxR1 inh	IDH1 R132H inh	RGS4 inhibitor	USP1-UAF1 inh	ALOX12 inh
CCN(CC)CCNc1nc(-c2ccc(OC)cc2)c(-c2ccc(OC)cc2)s1	5%	6%	0.8%	0%	13%	4%	-9%	-20%	?
O=C(CSc1nc2ccccc2[nH]1)NCc1ccccc1	4%	0%	-0.4%	-1%	28%	2%	5%	-24%	-3%
Cc1c(C(=O)OCC(=O)Nc2ccc(C(=O)N(C)C)cc2)oc2ccccc12	0%	-5%	-2.9%	-3%	3%	-5%	5%	-30%	?
CN(C)CCOc1cccc(Br)c1	10%[57.1 µM]	0%	1.8%	9%	32%[57.1 µM]	4%	10%	0%	-20%
CN1CCN(CCC(=O)Nc2cccc(Br)c2)CC1	2%	-11%	0.0%	12%	14%	-1%	-3%	?	?
Cc1ccc(CCNC(=O)C(NS(=O)(=O)c2ccc3c(c2)oc(=O)n3C)C(C)C)cc1 (stereo not given)	-5%	1%	-2.8%	-1%	6%	38%[activator]	14%	-1%	2%
Cc1cc(NC(=O)c2ccc(C#N)cc2)n(-c2ccccc2)n1	9%[57.1 µM]	-8%	0.1%	4%	21%[57.1 µM]	-10%	15%	17%	-22%
Cc1ccc(NC(=O)C(=O)NCCN2CCN(C(=S)Nc3ccccc3)CC2)cc1	7%	-5%	1.5%	-2%	7%	3%	6%	-18%	1%
COc1ccc(C(=O)Nc2cccc3ccccc23)cc1	2%	-17%	0.7%	-1%	7%	-3%	0%	-27%	-3%
O=C(c1ccc2c(c1)OCO2)C1CCCN(Cc2cn[nH]c2-c2cccc(F)c2)C1 (stereo not given)	5%[57.1 µM]	-4%	0.7%	2%	9%[57.1 µM]	3%	-28%	-3%	-11%
CCCc1cc(C(N)=O)c(NC(=O)c2ccco2)s1	7%	0%	4.5%	6%	6%	0%	-19%	-10%	?
CCOc1ccc(C(=S)N2CCCC2)cc1OCC	-1%	-7%	0.8%	1%	-2%	-6%	-39%	-25%	?
O=C(NCc1nnc(SCC(=O)N2CCN(c3ccccc3)CC2)o1)c1c(F)cccc1Cl	-11%[57.1 µM]	0%	3.4%	5%	5%[57.1 µM]	12%	-24%	-10%	-24%
CC(C)c1ccccc1NC(=O)CCc1nc2ccccc2s1	-9%	-5%	0.4%	-20%	-13%	2%	?	-2%	-32%
COc1cc(NS(=O)(=O)c2ccc(NC(=O)/C(=C\c3ccccc3OC)NC(=O)c3ccccc3)cc2)nc(OC)n1	3%[57.1 µM]	2%	-0.4%	-11%	-2%	-4%	-13%	-15%	-11%
CCN(CC)C(=O)Cn1cnc2c1c(=O)n(C)c(=O)n2C	4%	1%	2.5%	2%	19%	-5%	5%	5%	?
O=[N+]([O-])c1ccc(-n2nncc2-c2ccccc2)cc1	8%	1%	-0.5%	4%	28%	8%	-8%	-20%	5%
CCCCN(C(=O)c1ccc2c(c1)S(=O)(=O)N=C1CCCCCN12)c1c(N)n(CCCC)c(=O)[nH]c1=O	-5%[57.1 µM]	-6%	0.7%	1%	2%	-2%	-25%	-1%	-5%

A draw from above in order of length of the SMILES, rising:
SMILES	TrxR1 substrate	Vif-APOBEC3G blk	RXFP1 ag	Vif-A3F inh	TrxR1 inh	IDH1 R132H inh	RGS4 inhibitor	USP1-UAF1 inh	ALOX12 inh
CCOc1ccc(C(=S)N2CCCC2)cc1OCC	-1%	-7%	0.8%	1%	-2%	-6%	-39%	-25%	?
O=C(CSc1nc2ccccc2[nH]1)NCc1ccccc1	4%	0%	-0.4%	-1%	28%	2%	5%	-24%	-3%
O=C(NCc1nnc(SCC(=O)N2CCN(c3ccccc3)CC2)o1)c1c(F)cccc1Cl	-11%[57.1 µM]	0%	3.4%	5%	5%[57.1 µM]	12%	-24%	-10%	-24%

This is a subset (hit frequency here may not be typical).
